# Bioassay records: PubChem, several laboratories
# N-glyco inh – N-linked glycosylation inhibition; D54 ERlucT glycosylation luciferase reporter, 24 h; percent of 100 nM tunicamycin response; reporter increase, % at 12.5 µM; hit rate 0.23% among 360,000; AID 588692;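 active means mean luciferase reporter signal, scaled so untreated is 0 and the glycosylation-blocking control 100, at or above a set limit in every replicate; inconclusive means mean reaches the limit but not every replicate does; inactive means mean below the limit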;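 further: luciferase carries N-glycosylation sites so blocking glycosylation raises the light; 0% = median of neutral control wells and 100% = median of 100 nM tunicamycin wells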
# CaV13 FRET inh – Primary screen for inhibitors of IQ motif and Ca2+-dependent inactivation inhibitor domain binding in CACNA1D, Förster resonance energy transfer in living cells, …; hit rate 0.098% among 340,000; HEK cells, CFP/YFP FRET ICDI-IQ, plate reader, 10 min; percent FRET-ratio fall versus neutral wells; inhibition, % at 12.3 µM;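 active means mean replicate inhibition of at least 30% and at least 1% of replicates passing that level; inconclusive means only one of the two criteria is met; inactive means neither criterion is met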;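 further: 0% = median of the neutral control wells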
# Vif inh – blocks HIV Vif function | hit rate 0.35% among 340,000 | AID 602346 | HEK293T cells, Vif self-association by quenched fluorescence, imaging, 24 h | inhibition, % at 7.49 µM; in the data active means inhibition above about 50%, passing the limit was not always enough; inconclusive means no clear call, values can overlap the other calls; inactive means below about 31%; further: some results filed as inactive read as strong as hits
# Cardio protect – myocardial damage modulation in H9c2 cells. H9c2 cardiomyocytes, H2O2 injury protection, ATPLite, 2 h. AID 588492. protection from H2O2 cell death, % at 20 µM. hit rate 0.63% among 360,000;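 active means compounds giving at least 50% protection of heart cells from peroxide-induced death in the single-dose screen, raw or plate-pattern-corrected value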;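 further: 0% = DMSO wells with peroxide and 100% = DMSO wells without peroxide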
# ABCB6 inh 2 – blocks the human ABCB6 transporter. fluorescence ratio to DMSO, % at 10 µM. hit rate 0.19% among 360,000. K562-ABCB6 porphyrin accumulation, flow cytometry, 1 h; active compounds read low;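 active means fluorescence ratio to DMSO below 75%, the collection mean minus 3 SD; inconclusive means too few cells collected in the well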;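 further: signal is porphyrin accumulated inside mitochondria; 100% equals median channel fluorescence of DMSO control wells; lower ratio means ABCB6 inhibition with less porphyrin fluorescence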
# Target sequence (Q9NP58 whole entry, looked up): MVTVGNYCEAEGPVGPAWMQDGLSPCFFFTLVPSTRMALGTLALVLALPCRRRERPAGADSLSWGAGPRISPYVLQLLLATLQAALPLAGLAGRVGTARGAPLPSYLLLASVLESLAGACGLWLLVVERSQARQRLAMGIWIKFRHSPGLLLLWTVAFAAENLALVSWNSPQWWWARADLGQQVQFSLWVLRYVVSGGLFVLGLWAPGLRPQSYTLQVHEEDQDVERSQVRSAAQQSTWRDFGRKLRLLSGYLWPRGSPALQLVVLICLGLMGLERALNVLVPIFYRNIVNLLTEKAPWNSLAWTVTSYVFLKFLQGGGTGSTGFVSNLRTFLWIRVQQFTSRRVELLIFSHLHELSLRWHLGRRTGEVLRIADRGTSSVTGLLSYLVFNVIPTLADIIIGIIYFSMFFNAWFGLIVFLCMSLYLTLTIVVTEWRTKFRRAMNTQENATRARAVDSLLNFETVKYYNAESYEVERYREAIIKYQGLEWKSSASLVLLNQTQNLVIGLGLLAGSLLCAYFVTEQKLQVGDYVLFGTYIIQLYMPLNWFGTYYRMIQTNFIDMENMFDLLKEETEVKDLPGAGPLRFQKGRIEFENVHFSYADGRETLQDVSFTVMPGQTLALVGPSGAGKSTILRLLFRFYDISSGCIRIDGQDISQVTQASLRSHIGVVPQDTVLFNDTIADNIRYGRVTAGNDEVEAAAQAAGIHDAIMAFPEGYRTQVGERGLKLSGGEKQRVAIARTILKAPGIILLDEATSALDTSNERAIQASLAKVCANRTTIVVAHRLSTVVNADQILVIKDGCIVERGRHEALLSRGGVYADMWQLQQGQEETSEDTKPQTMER
# MC4R antagonist – human MC4R antagonism in cAMP assay | P32245 | hit rate 0.48% among 360,000 | MC4R-expressing cells, MTII-stimulated cAMP, LANCE TR-FRET | inhibition, % at 6.5 µM;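 active means inhibition above its plate's cutoff, the mean of tested wells on that plate plus 3 SD, cut at about 29% in these data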;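 further: 0% = Melanotan II alone and 100% = Melanotan II plus saturating MCL0020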
#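 Assay system: U2OS-MC4R stable cell line; Also added: Melanotan II; Technique: Eu-cAMP/anti-cAMP TR-FRET, emission 671 nm; Times: 30-min compound, 1-h challenge, 1-h detection, room temperature.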
# aDG glyco up – increases alpha dystroglycan glycosylation; Pro5-aDG cells, alpha-DG glycosylation AlphaScreen (IIH6); 0% Pro5, 100% B10-LARGE cell signal; activation, % at 10 µM; hit rate 0.22% among 360,000; AID 624168;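 active means activation of at least 8% versus controls, or a plate z-score of at least 8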;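 further: Pro5 are CHO cells carrying HIG-tagged alpha-DG that lacks glycosylation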
# MC4R ag barr – activates human MC4R beta-arrestin recruitment; P32245; activation, % at 8.9 µM; hit rate 0.98% among 360,000; U2OS MC4R beta-arrestin complementation, luminescence; percent of melanotan II response, DMSO zero;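 active means activation above a per-plate cutoff, the mean activation of sample wells on that plate plus 3 SD, cut at about 8% in these data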
# PDI inh – blocks human protein disulfide isomerase activity. PDI insulin aggregation turbidity, A650, 90 min. hit rate 0.052% among 350,000. inhibition, % at 10 µM. AID 588391;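 active means mean inhibition across replicates of 30% or more, whatever share of single replicates reach that level; inconclusive means mean inhibition below 30% while every single replicate reaches 30%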;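 further: absorbance from insulin aggregation driven by PDI reduction with DTT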
# HTR2A ag – agonists of mouse serotonin 5-HT2A receptor (HTR2A); activation, % at 7.6 µM; CHO-K1 mHTR2A beta-arrestin complementation, luminescence; percent of 30 µM serotonin response; AID 624169; hit rate 0.66% among 360,000;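 active means activation above a run cutoff, the mean activation of all tested compounds plus 3 SD, cut at about 14% in these data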;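 further: 0% = plate median of compound wells and 100% = 30 µM serotonin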
# Numbers without * were called inactive; ? = inconclusive; . = no result given.
SMILES,N-glyco inh,CaV13 FRET inh,Vif inh,Cardio protect,ABCB6 inh 2,MC4R antagonist,aDG glyco up,MC4R ag barr,PDI inh,HTR2A ag
O=C(Nc1cccc(S(=O)(=O)N2CCCCC2)c1)C1CC(=O)N(c2ccc3c(c2)OCCO3)C1 (stereo unspecified),0,-2,-2,-6,90,17,-0.1,-2.2,4,-8
COc1cccc(-c2csc3nc[nH]c(=O)c23)c1,3,-5,-1,-5,86,0,0.3,-0.2,-1,1
CN1CCN(C(=O)CSc2cc(=O)n(C)c3ccccc23)CC1,5,-10,-1,-1,97,1,-0.2,-1.8,-10,-1
Cc1ccc(-n2c(SCC(=O)NCc3ccco3)nc3sc4c(c3c2=O)CC(C)(C)SC4)cc1,0,0,.,10,83,-1,-0.4,-2.4,-3,3
Cc1cnc(C(=O)OCC(=O)Nc2cc(S(=O)(=O)N3CCOCC3)ccc2Cl)cn1,2,-6,0,3,97,9,-0.2,-0.1,21,-1
N#C/C(=C\c1ccc(F)c(Br)c1)C(=O)NC1CC1,4,-5,-8,10,95,-3,-0.1,-1.8,-7,-2
COc1ccc(/C=C/C(=O)Oc2ccc(/C=N/NC(=O)c3ccncc3)cc2)cc1,1,-4,-7,2,106,11,0.0,-0.6,-9,-2
CC1CN(CC(=O)Nc2ccc(Br)cn2)CC(C)O1 (stereo unspecified),0,7,-3,-5,98,-1,-0.1,-0.2,-8,2
CC1CCCC(NC(=O)COC(=O)Cc2ccc(Cl)cc2)C1C (stereo unspecified),-1,-3,8,5,98,1,-0.4,-0.8,-1,2
CS(=O)(=O)c1ccc(C(=O)NCc2ccc(F)cc2)cc1,-1,-2,5,-1,144,4,-0.1,-0.9,0,0
O=C(c1cccc(S(=O)(=O)N2CCCCC2)c1)N(CCc1ccccc1)Cc1ccccc1,-5,-6,-14,0,99,22,0.1,-3.0,-5,5
Cc1ccc(NS(=O)(=O)c2ccc(C(=O)N3CCCCCC3)cc2)cc1,1,-7,-4,-19,103,5,0.9,-0.2,-9,2
COc1ccc(S(=O)(=O)Nc2ccc3c(c2)C(=O)N([C@@H](C)CO)C[C@@H](C)[C@H](CN(C)S(=O)(=O)c2ccc(F)cc2)OCCCC[C@H](C)O3)cc1,-3,-6,4,0,109,6,0.0,0.6,2,3
CCOC(=O)c1ccc(N=c2sc(C(=O)OC)cc(=O)n2Cc2ccco2)cc1,56*,-5,-10,-16,100,32*,0.5,0.8,.,0
Cc1cc(Br)cn2ccnc12,0,-4,-6,-2,96,-2,-0.1,-2.7,-2,3
CC(C)(C)c1cc(C(=O)N/N=C/c2ccc(-c3ccccc3[N+](=O)[O-])o2)n[nH]1,10,-3,-14,20,107,11,-0.8,-3.6,3,-6
CC1CCCCN1CC(=O)Nc1ccccc1Sc1ccccc1 (stereo unspecified),-3,-5,2,-13,94,11,0.3,4.2,17,-4
Cc1cc(=O)n2c(C(=O)Nc3ccc(C(=O)OC(C)C)cc3)c(C(=O)Nc3ccccc3)sc2n1,10,-6,?,19,99,13,-0.6,2.0,-2,0
COC(=O)c1cn(C(=O)c2ccc(F)cc2)c2ccccc12,3,-7,-5,-4,103,14,0.0,-0.1,0,0
COc1ccc(CC(=O)Nc2nc(-c3ccc(F)c(F)c3)cs2)cc1OC,4,-7,-17,-19,92,5,2.7*,1.2,11,5
CN(CCOc1ccccc1)C(=O)c1cc(COc2c(F)cccc2F)on1,-1,-3,-1,-4,102,14,-0.3,0.5,4,-2
CCOc1nc(NC(=O)NS(=O)(=O)Oc2ccccc2Cl)nc(-c2ccccc2)n1,3,-6,3,-2,102,4,-0.2,1.6,-3,-1
O=C(NNC(=O)c1ccncc1)Nc1cc(Cl)ccc1Cl,3,-22,-4,-8,94,1,0.1,-0.4,-1,8
CC(=O)C1=C(C)NC(SCC(N)=O)=C(C#N)C1c1cccnc1 (stereo unspecified),2,-10,-8,6,100,5,-0.1,3.3,-4,1
Cc1ccc(NC(=O)C(Nc2cccc(C)c2)c2ccccc2)cc1 (stereo unspecified),-2,-6,3,-10,105,4,-0.1,0.7,6,-5
# The listing continues.
SMILES,N-glyco inh,CaV13 FRET inh,Vif inh,Cardio protect,ABCB6 inh 2,MC4R antagonist,aDG glyco up,MC4R ag barr,PDI inh,HTR2A ag
Cn1nc(C(=O)OCC(=O)Nc2cccc(S(=O)(=O)N3CCCC3)c2)c2ccccc2c1=O,0,-16,-1,-4,97,14,-0.1,-1.7,3,0
CC(C)(C)C1CCC(OC(=O)CN2CCCCC2)CC1 (stereo unspecified),-1,-5,-7,0,100,2,-0.2,0.9,-4,-1
Cc1cc(C)cc(NC(=O)N(C)Cc2ccccc2)c1,1,-5,2,2,112,-1,0.2,-1.3,0,-2
C[C@@H](C(=O)N1CCN(Cc2ccc3c(c2)OCO3)CC1)n1nnc2ccccc2c1=O,-1,-6,0,2,105,8,-0.2,-2.6,0,-5
CN(CCO)c1cccc2c1S(=O)(=O)N[C@@H](Cc1ccccc1)CO2,.,-4,.,.,104,.,0.8,.,.,0
CCCc1cc(C(=O)N2CCCC(N3CCN(c4ccccc4C)CC3)C2)n(C)n1 (stereo unspecified),-4,-5,0,-2,101,1,0.1,-1.1,-5,4
CC(C)Cc1csc(NC(=O)c2ccccc2Cl)c1C(=O)O,1,-6,0,8,98,3,-0.2,-1.4,-13,-1
C=C1CCN([C@H](C(=O)NCc2ccc(Cl)cc2)C(C)C)S(=O)(=O)c2ccccc21,1,-4,-3,-14,97,15,0.5,1.6,-2,-4
CCN(CC(=O)Nc1cc(Cl)ccc1C)C(=O)CSCc1ccc(C)cc1,-2,-18,-2,8,97,7,-0.4,0.5,-4,-9
CCOC(=O)c1ccc(NS(=O)(=O)c2ccc(SC)cc2)cc1,-2,-6,-12,-10,98,7,-0.1,-0.4,4,-1
O=C(Cn1cc(C(=O)c2ccco2)c2ccccc21)Nc1ccccc1F,-4,-3,-14,3,97,11,-0.2,0.7,4,4
CN(C)/C(=N\S(=O)(=O)c1ccccc1)c1ccc(F)cc1,0,0,0,6,102,3,0.2,-0.4,0,1
CC(=O)c1cccc(NC(=O)NC(C)c2ccncc2)c1 (stereo unspecified),2,-5,-13,6,104,0,-0.3,2.4,2,-1
COc1ccc(-c2nc(CS(=O)(=O)CC(=O)NCCc3ccc(C)cc3)c(C)o2)cc1,1,-5,3,-8,92,4,-0.1,2.5,-1,-2
Cc1cc(C(=O)NCC(=O)OC(C(=O)Nc2cc(C(F)(F)F)ccc2Cl)c2ccccc2)ccc1[N+](=O)[O-] (stereo unspecified),-3,.,2,6,97,11,-0.2,-1.3,1,1
COc1ccc(CN(C)C(=O)c2cc(S(=O)(=O)N3CCOCC3)ccc2N2CCCC2)cc1,1,-2,11,2,92,3,-0.1,-2.4,2,-6
CC1(C)C(=O)N(c2ccccc2F)C(=O)c2ccccc21,0,-3,?,9,99,4,-0.2,-2.7,-3,1
CCc1cc2c(NCC(=O)O)ncnc2s1,3,-5,24,5,97,-2,0.4,-1.2,2,-1
CC[C@H](C)[C@H](NC(=O)c1ccc(Cl)cc1)C(=O)OCC(=O)c1ccc2c(c1)NC(=O)CO2,?,-5,5,-3,86,2,0.1,1.6,1,-3
COc1ccccc1NC(=O)c1ccc(NC(=O)CN2CCN(C(=O)c3ccco3)CC2)cc1,-2,10,.,3,88,-5,-0.2,-0.9,-3,13
CC1(C)Cc2cccc(C(=O)NCc3ccco3)c2O1,1,-16,3,4,96,0,0.0,-1.8,2,6
COC1=C(Nc2ccc(C)cc2)C(=O)c2ccccc2C1=O,-8,-5,3,-19,100,-14,0.4,-2.9,1,-1
Cn1c(=O)[nH]c(=O)c2c1nc(N1CCCC1)n2CCCSc1nnnn1-c1ccccc1,2,-3,0,1,95,3,0.0,0.6,3,2
COc1ccc(C(C#N)=C2C=CC(=NO)c3ccccc32)cc1,0,-3,24,-9,102,.,-0.2,.,.,-4
CC(=O)N1CCCc2cc(S(=O)(=O)Nc3ccc(C)cc3C)ccc21,-3,-5,-18,-4,103,9,-0.1,-1.9,2,0
# Following part:
SMILES,N-glyco inh,CaV13 FRET inh,Vif inh,Cardio protect,ABCB6 inh 2,MC4R antagonist,aDG glyco up,MC4R ag barr,PDI inh,HTR2A ag
CCOC(=O)C1(Cc2cccc(Cl)c2)CCCN(C(=O)CCN2CCCC2=O)C1 (stereo unspecified),2,.,-6,1,103,0,-0.3,-3.8,0,0
CCc1cc(C(=O)OCC(=O)N2CCC(c3ccccc3)=N2)sc1C,0,-11,-16,-7,106,10,0.1,-2.2,5,5
Cc1ccc(NC(=S)NCCSc2ccc(Cl)cc2)cc1,-2,-3,-8,-11,96,5,0.0,0.3,-1,-9
O=C(NCc1nnc(SCC(=O)N2CCCc3ccccc32)o1)c1c(F)cccc1Cl,-1,8,-7,2,94,23,0.1,1.8,-2,7
Cc1cccc(NCc2ccccc2OCc2ccccc2F)c1,-2,.,-6,-3,103,2,0.0,-2.2,6,-8
CSCCC(c1nnnn1C1CCCCC1)N1CCN(C/C=C/c2ccccc2)CC1 (stereo unspecified),1,-6,0,1,108,.,-0.1,.,.,-5
